RECQ1 inh: qHTS Assay for Inhibitors of RecQ-Like Dna Helicase 1 (RECQ1); ATP-dependent DNA helicase Q1 (Homo sapiens), P46063; RECQ1 DNA unwinding, red fluorescence kinetic read; Potency, µM (series often up to 57.3 µM), inactives show at the top dose activity, negative = inhibition, usual class: inhibitors; 0.54% of 240,000 active; AID 2549, 2010;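 further: plate controls were vehicle for no effect and no enzyme for full effect; nearly all actives have a fitted effect of over 30% in size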
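50 nM RECQ1T1 preincubated 15 min with compound in Tris pH 8.0 buffer with MgCl2, DTT, Tween-20 and 2.5 ug/ml poly(dI-dC); started with 200 nM TAMRA/BHQ-2 forked duplex and 2 mM ATP. Unwinding read as fluorescence (525/598 nm), two reads 2 h apart.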
Epigenetic derep: Quantitative High-Throughput Screen for Regulators of Epigenetic Control. Potency, µM (titrated, usually from 53.9 µM), inactives show top-dose GFP activation, hits mostly activators. 0.2% of 280,000 active. murine LDR cells, GFP reporter derepression, 30 h. AID 1865, 2009; further: % of control where 0% means no effect; nearly all actives have a fitted effect of over 60% in size
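In this reporter-derepression format, murine cells bearing a silenced integrated CMV-GFP locus incubate with test compound (30 h, 37 C), then are washed and imaged; fluorescent objects of 20–120 um count as induced cells.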
SMN2 splice up: qHTS Assay for Enhancers of SMN2 Splice Variant Expression; Potency, µM (titrated, usually from 46.1 µM), without a hit: at the highest dose activity change, positive = activation, most hits filed as activators; HEK293 SMN2-luciferase splicing reporter, luminescence, 30-36 h; 2.8% of 210,000 active; further: % of control where 0% means no effect; nearly all actives have a fitted effect of over 55% in size
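qHTS luciferase splicing reporter: luminescence rises when SMN2 exon 7 is included in transfected HEK293 cells. Compound exposure lasted 30-36 h at 37C, with 4.5 mM final sodium butyrate as control, followed by a ONE-Glo read.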
GoLoco inh red: qHTS Assay for Inhibitors of RGS12 GoLoco Motif Activity (Red Fluorophore); Guanine nucleotide-binding protein G(i) subunit alpha-1 (Homo sapiens), P63096; Gai1:RGS12 GoLoco peptide FP, rhodamine, 10 min; Potency, µM (titrated, usually from 61.6 µM), for the others: top-dose activity, negative = inhibition, most hits filed as inhibitors; 0.44% of 230,000 active; AID 880, 2007; active means well fitted inhibition curve with a large enough effect, not every such curve was filed as active; inactive means no such curve, though single readings can be large or run the other way; further: on the % scale 0 is the no-effect control and ±100 the full control effect; nearly all actives have a fitted effect of over 30% in size; many of its hits are not listed in these tables
Target sequence (P63096 whole entry, looked up): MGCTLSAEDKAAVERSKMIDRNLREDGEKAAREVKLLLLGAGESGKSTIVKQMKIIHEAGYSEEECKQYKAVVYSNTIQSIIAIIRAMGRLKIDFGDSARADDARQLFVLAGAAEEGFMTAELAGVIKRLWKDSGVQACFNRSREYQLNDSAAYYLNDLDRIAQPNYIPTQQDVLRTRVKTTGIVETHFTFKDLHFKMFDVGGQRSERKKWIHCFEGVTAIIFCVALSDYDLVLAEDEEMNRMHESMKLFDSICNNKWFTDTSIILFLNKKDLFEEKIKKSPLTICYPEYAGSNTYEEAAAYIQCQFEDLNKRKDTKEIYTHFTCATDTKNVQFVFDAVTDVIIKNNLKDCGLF
JMJD2E inh: qHTS Assay for Inhibitors of Human Jumonji Domain Containing 2E (JMJD2E); Lysine-specific demethylase 4E (Homo sapiens), B2RXH2; AID 2147, 2009; Potency, µM (top dose mostly 57.1 µM), inactives show top-dose activity change, negative = inhibition, hits mostly inhibitors; 1.6% of 230,000 active; JMJD2E catalytic domain, FDH-coupled NADH fluorescence (FDH is formaldehyde dehydrogenase); active means well fitted inhibition curve with a large enough effect, not every such curve was filed as active; inconclusive means small, poorly fitted or top-dose-only effect, or another doubt; inactive means no such curve, though single readings can be large or run the other way;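 further: 0% = wells with enzyme and -100% = buffer wells without enzyme; nearly all actives have a fitted effect of over 50% in size; many of its hits are not listed in these tables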
Target sequence (B2RXH2 1-337 limits assumed): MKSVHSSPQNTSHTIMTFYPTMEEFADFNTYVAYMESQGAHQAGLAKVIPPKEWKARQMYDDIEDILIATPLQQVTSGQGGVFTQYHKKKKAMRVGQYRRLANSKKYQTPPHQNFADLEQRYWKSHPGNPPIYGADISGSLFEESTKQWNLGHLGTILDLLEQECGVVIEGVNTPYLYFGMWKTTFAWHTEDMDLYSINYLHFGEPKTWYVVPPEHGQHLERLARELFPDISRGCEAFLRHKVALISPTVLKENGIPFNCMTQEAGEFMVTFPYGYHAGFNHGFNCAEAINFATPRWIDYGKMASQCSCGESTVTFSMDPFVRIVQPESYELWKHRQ
KinaseGlo FLuc: Counterscreen for Luciferase (Kinase-Glo TM) Inhibition | Luciferin 4-monooxygenase (Photuris pensylvanica), Q27757 | Kinase-Glo luciferase, ATP luminescence, 8 min | Potency, µM (titrated, usually from 38.3 µM), without a hit: top-dose activity change, negative = inhibition, most hits filed as inhibitors | 0.28% of 200,000 active | AID 1379, 2008; further: on the % scale 0 is the no-effect control and ±100 the full control effect; nearly all actives have a fitted effect of over 60% in size
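Kinase-Glo luciferase light output from ATP and luciferin was measured with 10 uM ATP, within the enzyme's linear range. Buffer: 50 mM imidazole pH 7.2, 50 mM KCl, 7 mM MgCl2, 0.01% Tween 20, 0.05% BSA; luminescence read after 8 min at ambient temperature.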
IMPase Li inh: qHTS Assay for Identifying the Cell-Membrane Permeable IMPase Inhibitors: Potentiation with Lithium; AID 1457, 2008; CHO-M1 cells, IP1 TR-FRET (IP-One), carbachol + lithium; 0.35% of 210,000 active; Potency, µM (doses to about 59.4 µM), for the others: at the top dose activity, negative = IMPase inhibition, most hits filed as inhibitors;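 further: IP1 builds up when IMPase is blocked and the TR-FRET signal falls; plate controls were basal vehicle for no effect and high inhibitor control for full effect; nearly all actives have a fitted effect of over 50% in size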
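Concentration–response in CHO-M1 cells, lithium-potentiated; 30 min at 37C. IP1 detected by competitive TR-FRET after 10 min lysis at RT. Hill-fitted AC50.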
NPSR antagonist: qHTS Assay for Antagonists of the Neuropeptide S Receptor: cAMP Signal Transduction; 1% of 220,000 active; AID 1461, 2008; Potency, µM (top dose mostly 38.3 µM), for the others: at the highest dose activity change, negative = inhibition, hits mostly inhibitors; CHO-NPSR cells, cAMP TR-FRET, antagonist mode; further: on the % scale 0 is the no-effect control and ±100 the full control effect; nearly all actives have a fitted effect of over 50% in size; many of its hits are not listed in these tables
Target sequence (Q6W5P4 whole entry, looked up): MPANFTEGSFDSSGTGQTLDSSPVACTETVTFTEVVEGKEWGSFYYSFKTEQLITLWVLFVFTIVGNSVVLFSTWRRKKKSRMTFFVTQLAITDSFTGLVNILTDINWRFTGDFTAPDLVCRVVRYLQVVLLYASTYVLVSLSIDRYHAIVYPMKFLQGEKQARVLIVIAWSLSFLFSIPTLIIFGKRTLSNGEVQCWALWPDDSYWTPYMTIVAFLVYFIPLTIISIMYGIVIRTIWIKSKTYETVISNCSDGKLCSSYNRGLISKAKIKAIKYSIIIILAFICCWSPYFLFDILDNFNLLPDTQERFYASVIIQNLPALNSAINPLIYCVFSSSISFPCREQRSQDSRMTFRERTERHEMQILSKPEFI
* = called active by the depositor; i = inactive; u = inconclusive; x = no result given; & = joins results of further samples; ! = repeats disagree; [ ] = another dose, or the depositor's remark. Unless noted, the call rests on the fitted dose curve; in most records, active means well fitted curve in the direction sought with a large enough effect; inconclusive means small, poorly fitted or top-dose-only effect, or another doubt; inactive means no such curve, though single readings can be large; an effect the other way counts as inactive or inconclusive. Potency means the concentration at half of the fitted maximal effect. Some of the compounds tested; rates above refer to the full screens.

Screens in order – RECQ1 inh, Epigenetic derep, SMN2 splice up, GoLoco inh red, JMJD2E inh, KinaseGlo FLuc, IMPase Li inh, NPSR antagonist
1. CC(C(=O)c1c[nH]c2ccccc12)N1CCN(C(=O)c2ccco2)CC1 (configuration not stated)
→ -7%, 0.4%, x, 5%, -5%, x, x, -13%
2. CCC(=NCc1cccnc1)c1c(O)n(-c2ccccc2C)c(=O)[nH]c1=O
→ -2%, -1.0%, x, 4%, 4%, x, x, 0%
3. CCCCN1CCC(C#N)(Nc2ccccc2)CC1
→ -5%, 0.0%, -15%, 3%, 9%, -2%, -8%[38.3 µM], -1%[46.1 µM]
4. CCOC(=O)C1=C(C)OC(N)=C(C#N)C12C(=O)Nc1ccc(C)cc12 (configuration not stated)
→ i, -1.6%, -12%, -9%, -5%, 0%, -5%[38.3 µM], -7%[46.1 µM]
5. COc1ccc2c3c([nH]c2c1)C(C)=NCC3
→ 14µM*!, u, -5%, 13%, u, -3%, u, -35%
6. Cc1ccc(C(=O)N[C@@H](C)CN2C3=NC[C@@H](Cc4ccccc4)N3C[C@H]2Cc2ccc(O)cc2)cc1Br
→ -5%, -1.3%, x, 1%, 4%, x, 5%, 31%
7. NC(=O)Cn1cc(C(=O)c2ccccc2F)c2ccccc21
→ -13%, 7.0%, 12%, -12%, 3%, 0%, 1%, 0%
8. CC(C)(O)/C=C\C(=O)[C@](C)(O)[C@H]1[C@H](O)C[C@]2(C)[C@@H]3CC=C4[C@@H](C=C(O)C(=O)C4(C)C)[C@]3(C)C(=O)C[C@@]12C
→ x, x, -34%[inhibitor][9.22 µM], 7%[14.2 µM], x, -6%[7.66 µM], 4%, x
9. CCCCC(=O)N/N=C/c1c(O)n(Cc2ccc(F)cc2)c(=O)[nH]c1=O
→ 5%, 0.1%, x, 8%, u, x, x, 9%
10. CN(C)C(Cc1ccc(Cl)cc1)C(=O)c1ccccc1 (configuration not stated)
→ 9%, -0.9%, x, x, -10%, x, x, -4%[46.1 µM]
11. CCCCC/C=C\C/C=C\C/C=C\C/C=C\CCCC(=O)Nc1ccc(O)cc1C
→ -16%, 7.1%, x, 9%, x, 2%[39.9 µM], -4%, x
12. C[C@]12CC[C@@H]3c4cc(O)c(O)cc4CC[C@H]3[C@@H]1CC[C@@H]2O
→ -7%, 9.6%, x, 7.9µM*, u, x, x, -6%
13. CCC(C)NC(=O)c1c(N)n(Cc2ccc3c(c2)OCO3)c2nc3ccccc3nc12 (configuration not stated)
→ u, u, 2%, -10%, u, -2%, -17%[38.3 µM], -19%[46.1 µM]
14. CC(C)C1C(=O)N2CCCC2[C@]2(O)O[C@@](NC(=O)[C@@H]3C=C4c5cccc6[nH]cc(c56)C[C@H]4N(C)C3)(C(C)C)C(=O)N12 (some centres not stated)
→ u, 4.3%, x, 0%, u, -2%, 10%, x
15. CN(C)C1C(=O)C(C(N)=O)=C(O)[C@@]2(O)C(=O)C3=C(O)c4c(O)cccc4[C@@](C)(O)C3CC12 (some centres not stated)
→ -1%, -1.3%, -1%, 35µM*, 2.5µM*, -6%, 4µM*, x
16. CC(C)[C@@H]1CN[C@H](C(=O)O)[C@@H]1CC(=O)O
→ -8%, -2.6%, x, -10%, -3%, 1%, 1%, x
17. COc1ccccc1-n1c(O)c(C=Nc2c(C)n(C)n(-c3ccccc3)c2=O)c(=O)[nH]c1=O
→ 10%, -1.0%, u, 13%, 2%, -5%, 21%[38.3 µM], -8%[46.1 µM]
18. O=C(CCCN1CCC2(CC1)C(=O)N(Cc1cccc(F)c1)CN2c1ccccc1)c1ccc(F)cc1
→ -9%, 1.1%&5.1%, -96%[inhibitor], 10%&0%, -2%, 1%, 20%&25%, x
19. Cc1cc2c(C(C)C)c(O)c(O)c(C=O)c2c(O)c1-c1c(C)cc2c(C(C)C)c(O)c(O)c(C=O)c2c1O
→ 14µM*!, 6.8%, -92%[inhibitor], -6%, 7.1µM*, 0%, 10%&21%&32%&13%&14%&8%&13%, u
20. C=C1C([C@@]2(C)C(OC(C)=O)CC(=O)O[C@@](C)(COC(C)=O)C2CC(=O)OC)C(OC=O)C(OC(=O)C(OC(C)=O)C(C)CC)[C@]2(C)C(c3ccoc3)CC(=O)C12O (some centres not stated)
→ 14%, -1.3%, -18%, 3%, -8%, -6%, 13%, x
21. O=c1[nH]c(=O)n(CCC2=CCCCC2)c(O)c1C=NCc1cccnc1
→ 4%, 0.0%, 6%, -4%, -4%, -1%, 0%[38.3 µM], 0%[46.1 µM]
22. C=Cn1ccnc1P(=S)(c1ccc(Cl)cc1)c1nccn1C=C
→ i, 0.9%, x, 2%, -6%, x, 3%, -25%
23. COc1cc2c(cc1OC)[C@@H]1C(=O)c3ccc(O)c(CC=C(C)C)c3OC1CO2 (some centres not stated)
→ -4%, 0.0%, 1%, -3%, 7%, 2%, 1%, x
24. COC(=O)C12CC3=CCC4C(=O)N(c5ccccc5)C(=O)C4C3Cc3ccccc3[C@@H]1CNC2=O (some centres not stated)
→ i, -1.1%, 7%, 5%, 7%, -1%, 17%, x
25. O=C1C2CCN(CC2)C1Cc1ccc(OCCOc2ccccc2)cc1 (configuration not stated)
→ -14%, -1.4%, -1%, 1%, -2%, -2%, 14%[38.3 µM], 5%[7.67 µM]
26. COc1ccc2cc1Oc1ccc(cc1)C[C@H]1c3cc(c(OC)cc3CCN1C)Oc1c(OC)c(OC)cc3c1[C@H](C2)N(C)CC3
→ 18%&6%&13%&45%, 9.5%&5.0%&-0.5%&2.9%, -21%&-27%, 7%&5%&8%&0%, -10%&-10%, -2%, 24%&19%&16%, -3%
27. O=C(Nc1ccccc1)c1cccn(Cc2ccccc2)c1=O
→ -18%, -3.8%, -46%[inhibitor], -1%, -3%, 1%, 2%, -16%
28. CC(C)(C)c1o[nH]c(=O)c1CC(N)C(=O)O (configuration not stated)
→ -7%, -1.2%, -14%, 12%, -1%, -3%, -4%, 8%[46.1 µM]
29. CCCC[N+]1(C)C2CC(OC(=O)C(CO)c3ccccc3)CC1C1OC12 (configuration not stated)
→ -3%&0%, -1.2%&1.1%&2.6%, -10%&-3%, 12%&11%&4%, -1%&1%, -3%, 30%&90%, 4%[46.1 µM]
30. COc1ccc(C(=O)C2CN(C)CC2C(=O)c2ccc(OC)cc2)cc1 (configuration not stated)
→ 11%, -0.6%, -1%, 12%, -4%, 3%, 39%[38.3 µM], -8%[46.1 µM]
31. CCC(COC(=O)NC)NC(=O)Oc1ccccc1 (configuration not stated)
→ i, 0.0%, 5%, -1%, 3%, -3%, -3%[38.3 µM], 1%[46.1 µM]
32. CN1CCC23CCCC[C@H]2C1Cc1ccc(O)cc13 (some centres not stated)
→ i, -0.1%, 13%, -7%, -2%, -5%, 11%, 5%[46.1 µM]
33. COCCN1Cc2cc(=O)n3c([nH]c4ccccc43)c2C1=N
→ -11%, 1.3%, 1%, 9%, u, -1%, 3%, -20%
34. Cc1ccc2c(c1)C1CN(C)CCC1N2C(=O)c1cccnc1Cl (configuration not stated)
→ -6%, 7.2%, x, 7%, 2%, x, x, 11%
35. CCN1C[C@@]2(OC(=O)c3ccccc3NC(C)=O)CCC(OC)[C@@]34C5CC6C(OC)C[C@@](O)(C(CC23)[C@@H]14)C5(O)C6OC (some centres not stated)
→ -11%, -2.3%, -1%, -2%, 7%, -4%, -7%, x
36. CC(=O)OCC(=O)[C@@H]1CC[C@H]2[C@H]3CC[C@H]4C[C@@H](O)CC[C@]4(C)[C@@H]3C(=O)C[C@@]12C
→ i, 2.4%[16.9 µM], -6%[20.6 µM], -3%[21.6 µM], -6%[25.5 µM], -1%[17.1 µM], 4%, x
37. COc1ccc(CN2CCCC(C(=O)c3ccccc3SC)C2)cc1O (configuration not stated)
→ 22%, 11%, -11%, 27%, -13%, -2%, 6%, -6%
38. COc1ccc(CCn2c(O)c(C=NCCCN(C)C)c(=O)[nH]c2=O)cc1OC
→ 0%, -0.8%, 1%, -10%, 13%, 0%, 1%[38.3 µM], -5%[46.1 µM]
39. CCCCCC[N+](=O)[O-]
→ -12%, x, -4%, -9%, x, x, 7%, x
40. O=CN1CC2CC(C1)c1cccc(=O)n1C2 (configuration not stated)
→ -4%, 0.1%, x, 2%, 2%, -1%, 3%, x

Arranged by molecular weight (largest number first): some entries from above
Screens in order – RECQ1 inh, Epigenetic derep, SMN2 splice up, GoLoco inh red, JMJD2E inh, KinaseGlo FLuc, IMPase Li inh, NPSR antagonist
34. Cc1ccc2c(c1)C1CN(C)CCC1N2C(=O)c1cccnc1Cl (configuration not stated)
→ -6%, 7.2%, x, 7%, 2%, x, x, 11%
32. CN1CCC23CCCC[C@H]2C1Cc1ccc(O)cc13 (some centres not stated)
→ i, -0.1%, 13%, -7%, -2%, -5%, 11%, 5%[46.1 µM]
40. O=CN1CC2CC(C1)c1cccc(=O)n1C2 (configuration not stated)
→ -4%, 0.1%, x, 2%, 2%, -1%, 3%, x

Following part.
Screens in order – RECQ1 inh, Epigenetic derep, SMN2 splice up, GoLoco inh red, JMJD2E inh, KinaseGlo FLuc, IMPase Li inh, NPSR antagonist
41. CC(C)N1C(=O)CC2(CC[N+](C)(CCOC(=O)C(O)(c3ccccc3)c3ccccc3)CC2)C1=O (configuration not stated)
→ -8%, 1.9%, -3%, 16µM*, u, -7%, 23%[38.3 µM], 11%[46.1 µM]
42. C#CCN(C)C(C)Cc1ccccc1 (configuration not stated)
→ -3%, 3.9%&-0.1%, -13%&7%, 10%&12%, u, 1%&-1%, 1%&19%, -43%
43. CC1CN=C(NCc2ccccc2)S1 (configuration not stated)
→ -4%, -0.9%, 23%, 0%, 4%, -3%, 42%[activator][38.3 µM], 8%[46.1 µM]
44. NCCc1c[nH]c2ccc(O)cc12
→ u, -0.2%, -6%, -7%, 0%, -5%, 7%&4%&32%&12%&1%, u

Screening data (PubChem BioAssay)
